Compound activity: PubChem, National Center for Advancing Translational Sciences (NCATS)
GAA inh: alpha-glucosidase (human) inhibition | Potency, µM (titrated, usually from 76.9 µM), without a hit: at the top dose activity change, negative = inhibition, most hits filed as inhibitors | AID 1466 | purified human GAA, 4-MU-alpha-glucoside fluorescence | 200,000 compounds, 0.005% hits;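 further: plate controls were uninhibited enzyme wells for no effect and no-enzyme background for full effect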
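Fluorogenic assay: 4 nM human alpha-glucosidase with 400 uM 4-methylumbelliferyl-alpha-D-pyranoside in 50 mM citrate/phosphate, 0.005% Tween-20, pH 5.0, 20 min at room temperature. Compounds tested up to 77 uM; AC50 from Hill fits.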
GAA spleen mod: lysosomal alpha-glucosidase (human) modulation; Potency, µM (series often up to 79.9 µM), inactives show top-dose activity change, negative = inhibition, actives largely listed as inhibitors; AID 2112; 240,000 compounds, 0.006% hits; P10253; human spleen homogenate, 4-MU-alpha-glucoside fluorescence;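 further: 0% = enzyme with vehicle and -100% = no enzyme basal signal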
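Human spleen homogenate (1 ug) with 4-methylumbelliferyl-alpha-D-glucopyranoside (1 mM final) in 50 mM citrate/phosphate pH 5.0, 0.01% Tween-20; 40 min at 37 C. Stopped at pH 10; 4-MU fluorescence Ex 365/Em 440 nm; AC50 by Hill fit.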
TRb SRC2 PPI: inhibitors of human thyroid hormone receptor beta-SRC2 interaction; P10828; TRbeta-SRC2 peptide binding, fluorescence polarization; receptor liganded with 1 µM T3; Potency, µM (series often up to 106 µM), inactives show at the highest dose activity change, negative = inhibition, actives largely listed as inhibitors; 280,000 compounds, 0.065% hits; AID 1469;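 further: plate controls were bound peptide for no effect and peptide without receptor for full effect; nearly all actives have a fitted effect of over 50% in size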
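Human TRb ligand-binding domain (0.6 uM) is mixed with 20 nM Texas Red SRC2 peptide and 1 uM T3; after compound addition and 5 hr at ambient temperature, polarization is measured and normalized to unbound and bound controls.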
GAA glycogen: alters human alpha-glucosidase cleavage of glycogen. P10253. recombinant GAA, glycogen substrate, Amplex Red glucose oxidase fluorescence. Potency, µM (doses to about 76.4 µM), for the others: at the highest dose activity change, negative = inhibition, most hits filed as inhibitors. 300,000 compounds, 0.38% hits;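 further: 0% = full enzyme reaction and -100% = no-enzyme basal signal; the screen sought inhibitors and activators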
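Recombinant human enzyme (4 nM); glycogen substrate; 37 C, 40 min, pH 5.0. Readout: coupled glucose oxidase/Amplex Red fluorescence.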
RECQ1 helicase: inhibitors of human RECQ1 DNA helicase; 240,000 compounds, 0.54% hits; RECQ1 DNA unwinding, red fluorescence kinetic read; Potency, µM (doses to about 57.3 µM), for inactives: at the highest dose activity, negative = inhibition, most hits filed as inhibitors; AID 2549; P46063;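 further: plate controls were vehicle for no effect and no enzyme for full effect; nearly all actives have a fitted effect of over 30% in size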
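50 nM RECQ1T1 preincubated 15 min with compound in Tris pH 8.0 buffer with MgCl2, DTT, Tween-20 and 2.5 ug/ml poly(dI-dC); started with 200 nM TAMRA/BHQ-2 forked duplex and 2 mM ATP. Unwinding read as fluorescence (525/598 nm), two reads 2 h apart.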
L3MBTL1 inh: blocks human L3MBTL1; 230,000 compounds, 0.66% hits; AID 485360; AlphaScreen L3MBTL1–H3K9me1 peptide binding; Potency, µM (doses to about 57.1 µM), for the others: top-dose activity, negative = inhibition, hits mostly inhibitors; further: nearly all actives have a fitted effect of over 60% in size
Target sequence (Q9Y468 whole entry, looked up): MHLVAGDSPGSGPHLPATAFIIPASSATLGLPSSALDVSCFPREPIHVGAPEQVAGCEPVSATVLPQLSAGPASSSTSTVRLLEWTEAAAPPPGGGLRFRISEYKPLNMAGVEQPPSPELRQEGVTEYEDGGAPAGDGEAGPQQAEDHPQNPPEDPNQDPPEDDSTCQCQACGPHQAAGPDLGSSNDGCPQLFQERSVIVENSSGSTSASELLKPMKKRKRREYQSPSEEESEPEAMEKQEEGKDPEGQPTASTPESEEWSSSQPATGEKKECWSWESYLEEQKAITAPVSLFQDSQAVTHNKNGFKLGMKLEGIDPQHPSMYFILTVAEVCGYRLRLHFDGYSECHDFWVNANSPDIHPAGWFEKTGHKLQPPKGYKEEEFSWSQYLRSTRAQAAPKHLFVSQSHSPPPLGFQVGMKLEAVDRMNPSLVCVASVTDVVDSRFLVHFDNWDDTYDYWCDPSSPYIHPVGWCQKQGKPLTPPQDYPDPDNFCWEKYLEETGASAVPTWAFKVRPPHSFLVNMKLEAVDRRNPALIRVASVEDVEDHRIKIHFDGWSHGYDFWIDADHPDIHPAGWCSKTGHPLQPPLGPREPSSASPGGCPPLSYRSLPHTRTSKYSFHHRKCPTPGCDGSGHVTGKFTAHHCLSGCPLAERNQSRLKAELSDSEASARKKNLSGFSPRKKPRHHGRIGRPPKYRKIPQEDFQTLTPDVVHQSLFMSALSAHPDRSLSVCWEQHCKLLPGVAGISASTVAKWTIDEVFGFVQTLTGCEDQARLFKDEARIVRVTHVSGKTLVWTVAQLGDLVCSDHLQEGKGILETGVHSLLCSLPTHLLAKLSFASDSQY
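AlphaScreen proximity signal between nickel-chelate acceptor and streptavidin donor beads (final 10 ug/mL) reports binding of 50 nM L3MBTL1 to 75 nM biotin-H3 K9me1 peptide; complex incubated with compounds 30 min at room temperature; cefsulodin titration as control.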
TR SRC2 fluor cs: Texas Red fluorescence interference in TRb-SRC2 counter-screen; TRb/SRC2 Texas Red total fluorescence interference; Potency, µM (top dose mostly 106 µM), for the others: at the highest dose fluorescence change, negative = quenching; 280,000 compounds, 0.29% hits; active means well fitted curve in either direction with a large enough effect; inconclusive means small, poorly fitted or top-dose-only effect
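Flags fluorescent or light-absorbing compounds by total fluorescence, S + 2P, at 555 nm excitation and 632 nm emission. Mixture: 20 nM Texas Red SRC2 peptide, 0.6 uM human TRb LBD, 1 uM T3, 5% DMSO; compound exposure 5 h at ambient temperature.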
GoLoco inh red: blocks human Gai1 binding to RGS12 GoLoco peptide, red readout; P63096; Gai1:RGS12 GoLoco peptide FP, rhodamine, 10 min; Potency, µM (series often up to 61.6 µM), inactives show at the highest dose activity, negative = inhibition, usual class: inhibitors; 230,000 compounds, 0.44% hits; AID 880; active means well fitted inhibition curve with a large enough effect, not every such curve was filed as active; inactive means no such curve, though single readings can be large or run the other way; further: nearly all actives have a fitted effect of over 30% in size; many of its hits are not listed in these tables
An asterisk follows results filed as active; i = inactive; ? = inconclusive; . = not tested or not shown; & = joins results of further samples; [ ] = remark or other dose. Unless noted, the call rests on the fitted dose curve; in most records, active means well fitted curve in the direction sought with a large enough effect; inconclusive means small, poorly fitted or top-dose-only effect, or another doubt; inactive means no such curve, though single readings can be large; an effect the other way counts as inactive or inconclusive. Unless noted, on the % scale 0 is the no-effect control and ±100 the full control effect; potency means the concentration at half of the fitted maximal effect. The list is partial; rates above refer to the full screens.

1. COc1ccc(-c2nc(CN3CCN(c4cc(C)nc(C)c4)CC3)c(C)o2)c2ccccc12
2. CCOc1ccc(C(=O)Nc2ccc(Cc3ccncc3)cc2)cc1Br
3. Cc1ccc(NC(=O)c2cccnc2C(=O)Nc2ccc(C)cc2)cc1
4. COc1ccc(C)cc1N(C)C(=O)c1coc(=O)c2ccccc12
5. CC(C)C[C@@H]1NC(=O)N(CCN2CCOCC2)C1=O
6. O=C(Cc1ccc(S(=O)(=O)N2CCOCC2)s1)NCC1CCCCC1
7. O=C(NCCCN1CCOCC1)c1ccc(Br)cc1Br
8. CCOC(=O)c1ccc2c(c1)n(CCCS(=O)(=O)[O-])c(/C=C/c1ccc(Cl)cc1)[n+]2CC

Screen / compound no.,1,2,3,4,5,6,7,8
GAA inh,14%,-14%,-1%,-7%,1%,-6%,6%,.
GAA spleen mod,7%,-27%,4%,0%,0%,-11%,-1%,-5%
TRb SRC2 PPI,3%,0%,-4%,-22%,-2%,1%,1%,-12%
GAA glycogen,4%,-4%,0%,12%,16%,-7%,-6%,5%
RECQ1 helicase,i,-2%,-2%,-6%,-9%,-9%,i,-13%
L3MBTL1 inh,6%,.,7%,29%,5%,.,11%,6%
TR SRC2 fluor cs,-7%,-1%,-5%,2%,1%,0%,-1%,5%
GoLoco inh red,7%,-9%,4%,-12%,.,6%,6%,-3%

9. Cc1cc(C)cc(OCC(=O)Nc2ccccc2N2CCCCC2)c1
10. CC(C)CC(=O)N1CCC(O)(CS(=O)(=O)Cc2ccccc2)CC1
11. COc1ccc(CNC(=O)Nc2ccc(C)cc2C)cc1
12. CN(Cc1nc2ccccc2c(=O)[nH]1)Cc1nc2ccsc2c(=O)[nH]1
13. Cn1c(=O)[nH]c(=O)c2c1nc(CN1CCN(c3ccccc3F)CC1)n2CCCc1ccccc1
14. COc1ccc(NC(=O)C(Cc2ccccc2)n2cccc2)cc1 (stereo unspecified)
15. Cc1ccc(S(=O)(=O)Nc2nc(C)c(NC(=O)OCCCl)s2)cc1
16. Cc1cccc([C@@H]2CN(C)CCc3c2cc(O)c(O)c3Cl)c1

Screen / compound no.,9,10,11,12,13,14,15,16
GAA inh,?,-3%,-3%,1%,?,.,-4%,.
GAA spleen mod,-2%,-6%,-3%,-15%,2%,6%,-6%,-3%
TRb SRC2 PPI,-4%,-4%,-6%,0%,4%,4%,-14%,-8%
GAA glycogen,5%,5%,-2%,0%,1%,-5%,22µM*,.
RECQ1 helicase,-17%,-4%,i,-2%,i,-4%,i,-4%
L3MBTL1 inh,.,-3%,40%[activator][11.4 µM],-5%,8%,.,.,.
TR SRC2 fluor cs,-7%,2%,-3%,-4%,4%,1%,2%,0%
GoLoco inh red,1%,-11%,-17%,10%,-2%,-4%,-1%,1%

Whole records from above. Order of screens: GAA inh, GAA spleen mod, TRb SRC2 PPI, GAA glycogen, RECQ1 helicase, L3MBTL1 inh, TR SRC2 fluor cs, GoLoco inh red
Cc1cccc([C@@H]2CN(C)CCc3c2cc(O)c(O)c3Cl)c1 as listed: ., -3%, -8%, ., -4%, ., 0%, 1%
CN(Cc1nc2ccccc2c(=O)[nH]1)Cc1nc2ccsc2c(=O)[nH]1 as listed: 1%, -15%, 0%, 0%, -2%, -5%, -4%, 10%
Cc1cc(C)cc(OCC(=O)Nc2ccccc2N2CCCCC2)c1 as listed: ?, -2%, -4%, 5%, -17%, ., -7%, 1%
COc1ccc(NC(=O)C(Cc2ccccc2)n2cccc2)cc1 (stereo unspecified) as listed: ., 6%, 4%, -5%, -4%, ., 1%, -4%

Copied from the list.
compound 11 in TRb SRC2 PPI shows -6%
compound 12 in GAA inh shows 1%

The results go on:
17. O=C(Cn1cncn1)N/N=C/c1cccc(Cl)c1
18. Oc1ccc(-c2csc(Nc3cccnc3)n2)cc1
19. CCN(CC)S(=O)(=O)c1ccc(N2CCOCC2)c(NC(=O)COc2ccccc2)c1
20. CC(C)NC(=O)CC(=O)N/N=C\c1ccccc1C(=O)O
21. CCN(C(=O)c1cc2c(=O)[nH]c3ccc(C)cc3c2s1)c1ccc(OC)cc1
22. O=[N+]([O-])c1cc(C(F)(F)F)ccc1NCCCCNS(=O)(=O)c1ccc2ccccc2c1
23. CCCCCCCC(=O)N/N=C(\C)c1ccc(N)cc1
24. Cn1c(N)c(-c2nc3cccnc3n2C)sc1=S

Screen / compound no.,17,18,19,20,21,22,23,24
GAA inh,.,1%,3%,7%,.,-5%,-3%,-5%
GAA spleen mod,1%,2%,2%,9%,4%,0%,.,0%
TRb SRC2 PPI,3%,4%,13%,1%,-2%,-11%,3%,-3%
GAA glycogen,4%,-12%,6%,1%,-4%,?,3%,-13%
RECQ1 helicase,-9%,-2%,-1%,-5%,-12%,-10%,-4%,-11%
L3MBTL1 inh,13%,1%,-21%,2%,-5%,-7%,-8%,-7%
TR SRC2 fluor cs,-4%,-6%,7%,-1%,-2%,-2%,-1%,-4%
GoLoco inh red,2%,-20%,118%[activator],19%,5%,-1%,14%,23%

25. Cc1cccc(C)c1NC(=O)CN
26. CC1(C)CNC(=O)CC(C)(C)N1
27. COc1ccccc1/C=C\C=N\n1c(-c2ccc(Cl)cc2)n[nH]c1=S
28. CC(C)NS(=O)(=O)c1ccc2c(c1)NCC2
29. O=C(N/N=C/c1ccc(OCc2ccc(F)cc2)cc1)c1ccccc1
30. CCC(C)c1ccccc1OCCn1ccnc1 (stereo unspecified)
31. O=S(=O)(c1cccc2c(I)cccc12)N1CCCNCC1
32. O=C(c1ccco1)N1N=C(c2ccc(Br)cc2)CC1(O)C(F)(F)F (stereo unspecified)

Screen / compound no.,25,26,27,28,29,30,31,32
GAA inh,.,-8%,-10%,1%,-3%,3%,.,-1%
GAA spleen mod,-1%,8%,-1%,-2%,.,-2%,2%&3%&3%,6%
TRb SRC2 PPI,3%,0%,3%[53 µM],-5%[53 µM],-4%,-5%,-2%&0%&6%,3%
GAA glycogen,1%,5%,12%,-4%,7%,8%,.,0%
RECQ1 helicase,-3%,-4%,-3%,0%,i,0%,-5%,i
L3MBTL1 inh,.,.,-2%,1%,-23%,-10%,.,3%
TR SRC2 fluor cs,-1%,-1%,-2%[53 µM],0%[53 µM],-7%,-4%,-26%&-2%&0%,-1%
GoLoco inh red,2%,-2%,4%,1%,6%,6%,8%&5%,-12%

33. O=C(CCCC(=O)N(CC(=O)NC1CCCC1)Cc1ccc2c(c1)OCO2)Nc1ccccn1
34. Cc1ccccc1Nc1nc(N)nc(CSc2nnc(-c3ccccc3)n2C)n1
35. CCOC(=O)C1CCN(C(=O)Nc2ccc3nccnc3c2)CC1
36. COc1cccc(C2CC(c3ccc(C)cc3)n3ncnc3N2)c1 (stereo unspecified)
37. [O-][n+]1c2c(nn1-c1ccccc1Cl)-c1nonc1CC2
38. O=Cc1ccc(CO)o1
39. Cc1cc(C)cc(C(=O)NCCn2cc(SCC(=O)N3CCOCC3)c3ccccc32)c1
40. NC(=O)c1ccc(-n2nnnc2SCC(=O)Nc2ccc(N3CCOCC3)c(Cl)c2)cc1

Screen / compound no.,33,34,35,36,37,38,39,40
GAA inh,-4%,?,-7%,-7%,-7%,.,4%,-9%
GAA spleen mod,-1%,2%,-18%,-13%,-3%,-2%,-15%,-12%
TRb SRC2 PPI,9%,-4%,-10%,-13%,1%,4%,-22%,-6%
GAA glycogen,-3%,12%,0%,3%,-10%,.,3%,4%
RECQ1 helicase,-2%,-4%,-3%,-4%,-15%,2%,0%,-2%
L3MBTL1 inh,11%,31%,6%,-3%,-3%,.,2%,2%
TR SRC2 fluor cs,0%,-1%,0%,-2%,0%,-3%,-3%,-2%
GoLoco inh red,5%,.,-8%,7%,9%,4%,11%,1%

41. Cc1c(O)cc2n(c1=O)-c1ccc(Cl)cc1C2(C)C
42. CCCc1[nH]nc2c1C1(C(=O)N(CC)c3ccccc31)C(C#N)=C(N)O2 (stereo unspecified)
43. C=CCn1c(C)cc(C(=O)CSc2ccc(NC(C)=O)cc2)c1C
44. CCn1c(N)c(C(=O)NCCCOC)sc1=S
45. CCc1ccccc1NS(=O)(=O)c1ccc(SC)cc1
46. COc1ccc(N(C)S(=O)(=O)c2cccc(C(=O)NC3CCCCCC3)c2)cc1
47. COc1ccc(CNC(=O)CSc2nnc(C(F)(F)F)n2C)cc1
48. S=C1CCSc2ccc(Cl)cc2N1

Screen / compound no.,41,42,43,44,45,46,47,48
GAA inh,1%,-26%,?,0%,-4%,-4%,-6%,-2%
GAA spleen mod,0%,0%,-11%,3%,0%,3%,7%,-7%
TRb SRC2 PPI,-9%,-9%,-3%,0%,-5%,-11%,5%,7%
GAA glycogen,-4%,11%,4%,-11%,0%,7%,-2%,-10%
RECQ1 helicase,i,4%,4%,8%,-1%,i,i,4%
L3MBTL1 inh,0%,6%,-17%,-3%,14%,4%,.,3%
TR SRC2 fluor cs,-2%,-3%,2%,-4%,-2%,0%,3%,-1%
GoLoco inh red,11%,5%,0%,-21%,6%,-4%,12%,-3%

49. Cc1cc(C)c(S(=O)(=O)N2CCN(C(=O)N(C)C)CC2)c(C)c1
50. S=C(Nc1ccc2c(c1)OCCO2)Nc1ccc2c(c1)OCO2
51. CNC(=S)N1C2CCC1CC(NC(=O)NC13CC4CC(CC(C4)C1)C3)C2 (stereo unspecified)
52. CCC1(CC)C(=O)C2=C3C1[C@H](C(=O)OC)C=C(C(=O)OC)C[C@H]3[C@H]1C(=O)NC(=O)[C@H]1[C@H]2C (stereo partly specified)
53. O=C(COc1ccc(S(=O)(=O)N2CCCC2)cc1)NCCC1=CCCCC1

Screen / compound no.,49,50,51,52,53
GAA inh,8%,-7%,6%,.,-13%
GAA spleen mod,-2%,-7%,-7%,-1%,-5%
TRb SRC2 PPI,-8%,-9%,-3%,3%,1%
GAA glycogen,14%,?,-1%,.,-2%
RECQ1 helicase,20%,9%,-1%,-4%,-6%
L3MBTL1 inh,7%,-19%,-3%,.,-5%
TR SRC2 fluor cs,-3%,-6%,-1%,-2%,0%
GoLoco inh red,1%,6%,2%,.,-5%
